Exocytosis inh – LAMP-1 surface exposure blockers, TALL-104 cells – cell-based, flow cytometry, MLPCN library, primary screen | TALL-104 LAMP-1 surface exposure; cells stimulated with thapsigargin and PMA | inhibition, % at 10 µM | hit rate 0.66% among 360,000;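 active means inhibition above about 55%, limit read from the data; inconclusive means no clear call, values can overlap the other calls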
MITF TRPM1 inh – inhibitors of MITF-dependent TRPM1 promoter reporter, primary screen, cell-based, SK-MEL-5, single point, luciferase | SK-MEL-5 TRPM1 promoter luciferase, 24 h | inhibition, % at 12.5 µM | hit rate 0.83% among 330,000 | AID 488899, 2010;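 active means mean inhibition across replicates of 60% or more, whatever share of single replicates reaches that level; inconclusive means some that reach 60%, reason not given; inactive means mean inhibition across replicates below 60%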; further: values of inactives mirror those of a sister screen read the other way
aDG glyco up – activators of alpha-DG glycosylation, primary screen, uHTS, Pro5-aDG cells, AlphaScreen; activation, % at 10 µM; hit rate 0.22% among 360,000; alpha-DG glycosylation AlphaScreen (IIH6); 0% Pro5, 100% B10-LARGE cell signal;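 active means activation of at least 8% versus controls, or a plate z-score of at least 8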;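 further: Pro5 are CHO cells carrying HIG-tagged alpha-DG that lacks glycosylation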
PDI inh – inhibitors of human PDI, primary screen, biochemical, turbidity, single point, plate reader | inhibition, % at 10 µM | PDI insulin aggregation turbidity, A650, 90 min | Protein disulfide-isomerase (Homo sapiens), P07237 | hit rate 0.052% among 350,000 | AID 588391, 2011;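 active means mean inhibition across replicates of 30% or more, whatever share of single replicates reach that level; inconclusive means mean inhibition below 30% while every single replicate reaches 30%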;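 further: absorbance from insulin aggregation driven by PDI reduction with DTT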
Target sequence (P07237 whole entry, looked up): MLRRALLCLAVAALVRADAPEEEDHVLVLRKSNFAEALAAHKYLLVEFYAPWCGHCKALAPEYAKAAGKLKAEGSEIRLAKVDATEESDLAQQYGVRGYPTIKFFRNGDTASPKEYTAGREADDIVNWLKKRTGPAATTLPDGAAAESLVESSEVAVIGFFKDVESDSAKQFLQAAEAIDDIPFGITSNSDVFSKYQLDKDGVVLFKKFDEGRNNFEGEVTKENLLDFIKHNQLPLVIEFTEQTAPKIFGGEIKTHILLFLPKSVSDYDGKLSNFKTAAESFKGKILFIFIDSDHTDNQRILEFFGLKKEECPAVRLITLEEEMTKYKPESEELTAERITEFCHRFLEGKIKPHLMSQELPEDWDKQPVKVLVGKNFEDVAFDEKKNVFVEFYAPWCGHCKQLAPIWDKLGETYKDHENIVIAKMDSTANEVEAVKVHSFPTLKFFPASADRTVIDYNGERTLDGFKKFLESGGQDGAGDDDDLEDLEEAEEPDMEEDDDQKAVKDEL
Vif inh – HIV Vif self-association inhibitors, primary screen, imaging, HEK293T, single point; inhibition, % at 7.49 µM; HEK293T cells, Vif self-association by quenched fluorescence, 24 h; hit rate 0.35% among 340,000; in the data active means inhibition above about 50%, passing the limit was not always enough; inconclusive means no clear call, values can overlap the other calls; inactive means below about 31%; further: some results filed as inactive read as strong as hits
HIF-2a block – HIF-2a reporter inhibitors, primary screen, luminescence, 786-0 RCC cells; hit rate 0.72% among 360,000; inhibition, % at 18.8 µM; AID 624352, 2012; 786-0 RCC cells HIF-2a reporter, luciferase luminescence, overnight;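 active means inhibition of the luminescence signal of 40% or more relative to plate controls, in a single-dose primary screen at 18.75 µM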
CaV13 FRET inh – Disruptors of the CACNA1D IQ motif to Ca2+-dependent inactivation inhibitor domain association, primary screening, Förster resonance energy transfer in intact living …; inhibition, % at 12.3 µM; AID 743397; hit rate 0.098% among 340,000; HEK cells, CFP/YFP FRET ICDI-IQ, plate reader, 10 min; percent FRET-ratio fall versus neutral wells;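 active means mean replicate inhibition of at least 30% and at least 1% of replicates passing that level; inconclusive means only one of the two criteria is met; inactive means neither criterion is met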;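 further: 0% = median of the neutral control wells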
hiPSC survival – enhancers of single-cell hiPSC survival, primary screen, ATPlite luminescence; hit rate 0.044% among 360,000; AID 602274, 2012; 100% = ROCK inhibitor wells, 0% = DMSO; survival enhancement, % at 20 µM; in the data active means survival enhancement above about 18%;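 further: cells exposed to compounds for 16 hours before the ATP read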
NR2E3 ag-1 – NR2E3 agonists in two-hybrid cells, primary screen, cell-based, luminescence, CHO-S, Gal4-NCOR/VP16-NR2E3. Photoreceptor-specific nuclear receptor (Homo sapiens), Q9Y5X4. luciferase. inhibition of corepressor binding, % at 3.98 µM. hit rate 0.35% among 360,000. AID 602229, 2012;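 active means inhibition above the mean of all tested compounds plus 3 SD, cut at about 70% in these data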;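 further: 0% = DMSO with NR2E3 transfected cells and 100% = cells lacking NR2E3 construct; higher means lower luciferase signal from less NR2E3 corepressor binding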
Target sequence (Q9Y5X4 whole entry, looked up, the tested form may be a part): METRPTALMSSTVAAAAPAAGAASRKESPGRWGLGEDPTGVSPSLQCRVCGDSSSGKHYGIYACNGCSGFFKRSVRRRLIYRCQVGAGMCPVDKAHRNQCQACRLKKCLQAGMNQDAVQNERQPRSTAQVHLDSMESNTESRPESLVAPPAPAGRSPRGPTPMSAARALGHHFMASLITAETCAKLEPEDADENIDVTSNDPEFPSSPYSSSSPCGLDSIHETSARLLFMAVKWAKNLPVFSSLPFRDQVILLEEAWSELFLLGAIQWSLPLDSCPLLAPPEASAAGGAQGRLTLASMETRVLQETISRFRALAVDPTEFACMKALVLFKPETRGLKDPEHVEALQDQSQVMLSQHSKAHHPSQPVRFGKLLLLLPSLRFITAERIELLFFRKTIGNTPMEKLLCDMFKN
Peg3 promoter – Peg3 promoter-driven luciferase inhibitors, primary screen, cell-based, HeLa, luciferase luminescence | AID 588405, 2011 | hit rate 1.7% among 360,000 | inhibition, % at 20 µM | HeLa PEG-Prom luciferase reporter, overnight;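 active means inhibition of at least 50% at 20 µM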
NR2E3 ag-2 – inhibitors of NR2E3-RetCOR corepressor binding, primary screen, NR2E3 agonist project, biochemical, TR-FRET, GST-NR2E3, biotin-RetCOR; Photoreceptor-specific nuclear receptor (Homo sapiens), Q9Y5X4; 1536-well; inhibition of corepressor binding, % at 4.78 µM; hit rate 0.12% among 320,000; AID 2300, 2010;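 active means percent inhibition above the cutoff of mean plus 3 SD of all tested compounds, set per screening campaign, cut at about 20% in these data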;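 further: 0% = DMSO wells and 100% = biotin wells as full block of FRET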
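system = GST-tagged NR2E3 plus biotinylated RetCOR corepressor | input = 1.35 nM GST-NR2E3 | also added = 7 nM biotin-RetCOR | schedule = 5 h incubation at 4 °C | measured by = TR-FRET with europium anti-GST and streptavidin-D2, 340 nm excitation | read-out = percent loss of FRET ratio relative to control wells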
* marks the source's active call; other numbers are inactive results; i = inactive; ? = inconclusive; · = not tested or not shown.

Values in the order – Exocytosis inh	MITF TRPM1 inh	aDG glyco up	PDI inh	Vif inh	HIF-2a block	CaV13 FRET inh	hiPSC survival	NR2E3 ag-1	Peg3 promoter	NR2E3 ag-2
- COc1ccc(C(=O)n2nc(-c3ccco3)nc2N)cc1OC
  2	-12	-0.1	2	-5	8	5	-0.5	-20	-5	·
- CC1CCCN(c2nc3c(c(=O)n(C)c(=O)n3C)n2CCSc2nc3ccccc3o2)C1 (configuration not stated)
  -4	-6	-0.1	1	3	15	-5	3.5	5	-5	-1
- COc1ccc(NC(=O)c2ccc3c(=O)n(Cc4ccco4)c(=S)[nH]c3c2)c(OC)c1
  -4	3	0.2	-7	·	7	-6	-0.4	-2	9	0
- CCOc1ccc(-n2c(C)cc(/C=N\NC(=O)CC(=O)NC3CCCCC3)c2C)cc1
  -7	4	0.1	-1	-1	18	-3	-0.7	-9	17	-1
- Cc1ccc(OCCN(C)C(=O)C2CCC(=O)N(CC3CCCCC3)C2)cc1 (configuration not stated)
  -1	-4	0.2	3	-1	-6	-7	-0.6	-11	6	4
- CC(=O)Nc1ccc(S(=O)(=O)N2CCN(S(=O)(=O)N3CCCCCC3)CC2)cc1
  -3	10	0.1	4	·	10	-7	-4.5	1	7	1
- COc1ccc(C(=O)COC(=O)CCN=C2NS(=O)(=O)c3ccccc32)cc1OC
  -1	10	-0.2	1	0	21	-6	0.0	-12	1	-4
- COC(=O)C(CCCCNC(=O)OCc1ccccc1)NC(=O)CN (configuration not stated)
  2	7	0.1	7	1	8	·	-2.2	-25	7	2
- Cc1cccc(C)c1NC(=O)CN1CCN(CC(=O)c2cc(C)n(C3CC3)c2C)CC1
  -1	7	0.1	-3	27	10	-5	0.0	-8	4	0
- COc1ccc(/C=N/NC(=O)c2ccn[nH]2)cc1Cn1nc(C)c([N+](=O)[O-])c1C
  0	·	0.0	6	-11	-52	-18	-0.6	-70	-37	-2
- CCOC(=O)c1c(NC(=O)c2cc(-c3ccc(Cl)s3)nc3ccccc23)sc(C(N)=O)c1C
  -7	12	-0.3	1	1	12	-2	1.0	21	23	-2
- CC(C)SCC(=O)Nc1ncc2c(n1)-c1ccccc1CC2
  -6	9	0.8	2	-4	-26	-2	0.3	-8	-30	6
- CCCC(=O)N(Cc1cc2cc(C)ccc2[nH]c1=O)c1ccccc1OC
  0	10	0.0	16	-13	6	·	-0.4	0	-3	4
- COc1ccc([C@H]2CC(=O)C=C(c3ccc(OC)c(F)c3)C2)cc1
  0	-28	0.0	4	8	-109	-5	-3.6	3	-98	·
- O=C(NCc1ccccc1)C(=O)NCC(c1ccco1)N1CCN(c2ccccc2F)CC1 (configuration not stated)
  -6	-6	-0.2	-2	-2	9	-1	-0.9	-34	7	-1
- COc1ccc(NC(=O)N2CCC(c3nc(-c4cccs4)no3)CC2)cc1
  1	-5	0.3	4	·	-18	-3	7.8	-1	-24	1
- CC(=O)c1cccc(NC(=O)CCCCCn2nnc3ccccc3c2=O)c1
  -20	-3	0.1	0	·	0	-3	-0.4	-19	0	·
- CN(CC(=O)Nc1ccc(N2CCOCC2)cc1)C(=O)c1cn(-c2ccccc2)nc1-c1ccccc1
  -3	-7	0.0	0	14	-32	-2	-0.4	-13	-16	-1
- Cc1onc(-c2ccccc2)c1C(=O)NCC(=O)Nc1cc(Cl)ccc1Cl
  7	9	0.2	23	-9	7	-3	-2.6	6	8	·
- O=[N+]([O-])c1ccc(Cl)c(CN2CCSCC2)c1
  2	-5	-0.3	-6	-4	14	-19	-1.7	-11	8	5
- CCN(CC)C(=O)Cn1cc(/C=C(\C#N)C(=O)NC2CC2)c2ccccc21
  -2	4	0.0	-2	-3	14	-2	0.0	-2	5	1
- O=C(Cn1cc([N+](=O)[O-])cn1)Nc1ccccn1
  2	-3	-0.1	-8	17	10	-3	-1.0	-5	4	3
- O=C(CCCn1c(=O)oc2ccccc21)N1CCN(c2ccccn2)CC1
  -4	-16	0.2	-6	-1	-69	-3	-0.4	-25	-48	5
- CN(C)c1ncnc2c1ncn2[C@H]1CN(Cc2ccc3c(c2)OCO3)C[C@@H](CO)O1
  22	·	-0.1	1	-8	4	-11	1.3	20	5	·
- CCOC(=O)c1c(C)noc1-c1ccco1
  4	2	0.1	-2	-3	16	-5	0.8	-36	9	5
- COc1cccc(-c2cc3nc(-c4ccccc4)cc(=O)n3[nH]2)c1
  27	10	-0.1	-7	i	-245	-3	-1.0	-133	-356	0
- CCCN(CCC)S(=O)(=O)c1ccc(C(=O)N2CCC(=O)c3ccccc32)cc1
  -3	16	0.3	11	-2	5	-5	-1.6	9	18	5
- CCc1ccc(NC(=O)c2ccc(C3SCC(=O)N3CCc3ccccc3)cc2)cc1 (configuration not stated)
  -3	7	0.4	1	-12	-1	-5	-0.9	-12	7	1
- COc1ccccc1CCNC(=O)c1cnccn1
  0	9	-0.1	5	1	-19	·	0.7	-1	3	5
- CC(=O)Nc1ccc([N+](=O)[O-])c(CS(=O)(=O)c2ccc(C)cc2)c1[N+](=O)[O-]
  -7	13	0.0	-10	-4	-10	-3	-0.3	13	2	-2
- Cc1ccc(OC(=O)N(C)C[C@H]2OCc3cn(nn3)CCCC(=O)N([C@H](C)CO)C[C@@H]2C)cc1
  0	·	0.1	2	13	9	·	0.7	-1	7	·
- CCOc1ccccc1C(=O)NC(C(=O)Nc1cccc(S(N)(=O)=O)c1)C(C)C (configuration not stated)
  0	1	0.0	6	-3	9	-5	0.7	-11	19	-1
- CCc1cccc2c(=O)c(C(=O)NCCN3CCOCC3)c[nH]c12
  0	7	0.3	2	5	8	·	2.5	-1	-1	4
- O=C(NCc1ccccc1)/C(=C/c1ccccc1)NC(=O)c1ccco1
  -8	-4	-0.1	-1	36	12	-3	-0.6	0	4	4
- CCOc1ccccc1NC(=O)Nc1ccncc1
  -6	-3	0.5	-1	3	-14	·	-0.3	-35	-4	0
- COc1ccc(N(C)C(=O)Cn2c(=O)oc3ccccc32)c(OC)c1
  -4	-1	-0.1	1	-1	19	-19	-0.3	-7	11	-1
- CC1CCN(C(=O)c2[nH]cnc2C(=O)NCCCCCNC(=O)OC(C)(C)C)CC1
  -6	-3	0.1	-2	-4	-1	-5	-2.8	-2	0	3
- COc1ccc(-c2cc(C)no2)cc1S(=O)(=O)N(C)c1ccc(C)cc1
  2	16	0.2	4	-1	1	-6	0.0	-31	19	2
- CCC(=O)N1CCN(c2ccccc2NC(=O)c2ccc(OC)c(Cl)c2)CC1
  1	8	0.0	7	13	10	·	-0.9	-20	-4	0
- COC1C/C(=N\O)C2OC(c3ccccc3)OCC2O1 (configuration not stated)
  -1	-5	-0.1	2	1	7	-12	-1.4	6	-12	2
- COc1ccc(OCc2cccc(C(=O)Nc3cc(C)on3)c2)cc1
  3	?	0.2	2	2	66*	-5	-2.4	-86	-1	-2
- CCN(CC)CCN(Cc1cc2cc3c(cc2[nH]c1=O)OCCO3)C(=S)NC
  0	8	0.0	4	0	-40	-5	-0.6	13	-7	-4
- O=C(O)COc1ccc(S(=O)(=O)N2CCCC2)cc1
  -11	2	-0.2	2	-3	14	-21	-0.4	16	16	4
- CCOC(=O)C(=O)NN=C(c1ccccc1)c1ccccc1
  -10	-2	0.0	3	21	16	-16	-0.4	13	15	-1
- CCOC(=O)c1c(NC(=O)Cn2c(C)nc3ccccc32)sc2c1CCC2
  3	5	2.8	7	-16	17	·	2.1	-34	6	-1
- C(=NN=C1c2ccccc2-c2ccccc21)c1ccc2c(c1)OCO2
  19	-40	-0.7	1	0	-71	-6	-3.2	-17	-112	·
- Cc1nc(N/C(N)=N/S(=O)(=O)c2ccc([N+](=O)[O-])cc2)nc2ccccc12
  -1	-4	0.6	1	-6	-5	-3	2.7	-3	-18	-1
- COc1ccc(-c2csc(N(CC3CCCO3)C(=O)c3ccc(C)cc3)n2)cc1 (configuration not stated)
  2	19	0.3	-1	-5	24	-2	1.3	-22	6	6
- Cc1ccc(S(=O)(=O)NCC(=O)N2CCC(C)CC2)cc1
  15	-16	0.0	6	0	-6	-6	-0.8	-4	3	3
- Cc1ccc(NC(=O)c2cnc(SCC(=O)NCC3CCCO3)n(C)c2=O)cc1C (configuration not stated)
  -3	28	0.5	-4	-2	-39	-6	-0.5	-40	37	4
- CC(OC(=O)/C=C/c1ccco1)C(=O)NC1CCCCC1C (configuration not stated)
  0	6	0.0	1	-2	-8	-6	1.1	4	1	0
- COc1cc(NC(=O)c2cccs2)c(OC)cc1NC(=O)CCC(=O)Nc1ccc2ncccc2c1
  1	-7	0.6	-1	-1	36	-10	0.9	20	16	·
- CC(C(=O)NCCN1CCOCC1)c1ccc([N+](=O)[O-])cc1 (configuration not stated)
  -12	0	0.1	7	18	21	-1	2.1	-4	1	3
- COc1cnc(-c2ccccc2)c(-c2ccccc2)n1
  -5	6	0.0	-4	-1	13	0	-0.8	20	11	0
- CCCSc1ccc([C@H]2N[C@@](Cc3ccccc3)(C(=O)OC)[C@H]3C(=O)N(CC)C(=O)[C@@H]23)cc1
  -3	5	-0.1	1	2	15	-11	-1.3	-4	12	-3
- COc1c(N)c2ccccc2[nH]c1=O
  3	12	-0.2	15	-2	23	-4	-0.3	-17	-6	-3
- O=C(Nc1nc(-c2ccc(S(=O)(=O)N3CCCC3)cc2)cs1)C1COc2ccccc2O1 (configuration not stated)
  4	40	-0.2	0	-18	12	-2	1.7	18	48	3
- Cc1ccc(CN=C2NC(=O)C(CC(=O)NCCc3ccccc3)S2)cc1 (configuration not stated)
  -5	2	-0.1	-1	-4	9	·	0.1	3	12	-2
- COc1cc(C(c2c(C)[nH][nH]c2=O)c2c(C)[nH][nH]c2=O)ccc1OCc1ccc([N+](=O)[O-])cc1
  0	-64	1.1	4	12	-10	-8	-4.5	-49	-212	-1

Compound activity from PubChem.
